# ASAP1 inh – inhibitors of human ASAP1 ArfGAP activity, primary screen, biochemical, fluorescence polarization; Arf-GAP with SH3 domain, ANK repeat and PH domain-containing protein 1 (Homo sapiens), …; ASAP1-stimulated ARF1 GTP hydrolysis, GDP FP detection; inhibition, % at 16.5 µM; hit rate 0.19% among 360,000; AID 624377, 2012; in the data active = inhibition above about 25%;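 also: 0% = vehicle with enzyme and substrate and 100% = no enzyme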
# NR1D1 modulator – modulators of Rev-erb alpha DNA binding, primary screen, biochemical, FITC-DNA, fluorescence polarization, uHTS | Nuclear receptor subfamily 1 group D member 1 (Homo sapiens), P20393 | Rev-erbα–FITC-DNA binding, 90 min | activity, % at 10 µM | hit rate 0.79% among 370,000 | AID 1259318, 2017;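 active = activity above about 14%, limit read from the data; passing the limit was not always enough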;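 also: 0% = DMSO wells with 35 nM protein and 100% = DMSO wells with 750 nM protein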
# Target sequence (P20393 whole entry, looked up): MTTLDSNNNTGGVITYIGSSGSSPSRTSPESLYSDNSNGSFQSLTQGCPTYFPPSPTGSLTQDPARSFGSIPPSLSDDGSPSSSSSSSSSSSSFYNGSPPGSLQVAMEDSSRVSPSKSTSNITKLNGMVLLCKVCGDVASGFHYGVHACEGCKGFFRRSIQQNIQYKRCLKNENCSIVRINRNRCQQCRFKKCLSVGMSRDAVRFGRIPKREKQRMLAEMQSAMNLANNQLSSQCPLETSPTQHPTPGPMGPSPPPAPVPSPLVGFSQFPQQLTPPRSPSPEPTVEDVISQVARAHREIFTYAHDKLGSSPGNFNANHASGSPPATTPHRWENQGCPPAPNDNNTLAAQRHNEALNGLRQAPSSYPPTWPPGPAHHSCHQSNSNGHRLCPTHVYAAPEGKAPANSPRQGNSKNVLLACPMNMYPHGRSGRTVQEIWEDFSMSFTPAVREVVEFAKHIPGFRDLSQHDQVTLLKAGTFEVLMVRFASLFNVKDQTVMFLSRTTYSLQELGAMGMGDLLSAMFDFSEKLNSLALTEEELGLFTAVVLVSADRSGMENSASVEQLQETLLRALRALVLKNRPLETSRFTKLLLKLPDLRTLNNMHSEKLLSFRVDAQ
# Tn7 DDE FP – inhibitors of Tn7 peptide binding to fibrin DD(E), primary screen, biochemical, fluorescence polarization, human fibrin, Tn7 probe; Fibrinogen beta chain (Homo sapiens), P02675; FP displacement of FITC-Tn7 peptide from fibrin DD(E); 0% = median of compound wells per plate; hit rate 0.13% among 370,000; AID 720508, 2013; inhibition, % at 8.3 µM;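 active = inhibition above the mean of compounds falling within the control limits plus 3 SD of them, cut at about 14% in these data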;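 also: 0% = plate median of compound wells and 100% = 10 µM Aha-Tn7 peptide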
# Target sequence (P02675 whole entry, looked up): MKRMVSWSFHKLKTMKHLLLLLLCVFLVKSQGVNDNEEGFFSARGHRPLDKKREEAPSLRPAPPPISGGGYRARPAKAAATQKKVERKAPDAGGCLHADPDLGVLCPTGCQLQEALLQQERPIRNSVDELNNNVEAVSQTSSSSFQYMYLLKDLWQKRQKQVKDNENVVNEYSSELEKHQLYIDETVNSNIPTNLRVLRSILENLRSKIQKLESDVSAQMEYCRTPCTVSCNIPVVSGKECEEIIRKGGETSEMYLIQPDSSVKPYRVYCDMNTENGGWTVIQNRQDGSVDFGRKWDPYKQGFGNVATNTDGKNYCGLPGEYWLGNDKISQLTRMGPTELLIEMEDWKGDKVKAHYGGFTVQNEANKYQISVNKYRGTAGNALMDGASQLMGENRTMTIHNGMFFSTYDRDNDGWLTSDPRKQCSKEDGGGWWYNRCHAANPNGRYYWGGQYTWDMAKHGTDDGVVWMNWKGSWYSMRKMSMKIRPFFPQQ
#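 Assay system: Fibrin-DD(E) protein isolated from polymerized human fibrin clots; read-out basis: percent inhibition; medium: Tris/NaCl/CaCl2 buffer, pH 7.8; signal: FP measurement; incubation: 10 min plus 3 h, room temperature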
# PLCg1 inh – PLC-gamma1 enzyme inhibitors, primary screen, biochemical, fluorescence, purified enzyme. inhibition, % at 12.2 µM. hit rate 0.84% among 370,000. fluorogenic substrate. AID 720700, 2013. 1-phosphatidylinositol 4,5-bisphosphate phosphodiesterase gamma-1 (Homo sapiens), P19174; in the data active = inhibition above about 9.5%
# sPLA2-III inh – human group III sPLA2 inhibitors, primary screen, biochemical, QFRET, BODIPY PC-A2 liposome substrate; Group 3 secretory phospholipase A2 (Homo sapiens), Q9NZ20; hit rate 0.56% among 370,000; inhibition, % at 12.2 µM; QFRET BODIPY PC-A2 liposome hydrolysis, fluorescence;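 active = inhibition above mean plus 3 SD of compounds lying within the high and low control bounds, cut at about 19% in these data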;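 also: 0% = median of test compound wells and 100% = no enzyme DMSO wells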
# PLC-beta3 inh – human PLC-beta3 inhibitors, primary screen, biochemical, fluorescence. 1-phosphatidylinositol 4,5-bisphosphate phosphodiesterase beta-3 (Homo sapiens), Q01970. hit rate 0.18% among 370,000. Purified PLC-beta3, fluorogenic substrate. inhibition, % at 12.2 µM. AID 720704, 2013; in the data active = inhibition above about 11%;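 also: 0% = median of compound wells on plate and 100% = full blocker control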
# UHRF1 binding – UHRF1 methylated DNA binding inhibitors, primary screen, counter-screen for MBD2 inhibitor project, biochemical, TR-FRET, human UHRF1, single concentration; UHRF1 binding to methylated oligo; hit rate 0.75% among 370,000; inhibition, % at 4.4 µM; AID 687016, 2013; E3 ubiquitin-protein ligase UHRF1 (Homo sapiens), Q96T88; in the data active = inhibition above about 21%;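 also: UHRF1 SRA domain binding a hemimethylated CpG hairpin DNA probe; 0% = median of test compound wells and 100% = reference inhibitor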
# proKLK7 act – proKLK7 zymogen activators, primary screen, biochemical, fluorescence intensity. Kallikrein-7 (Homo sapiens), P49862. purified proKLK7, EDANS-DABCYL substrate fluorescence; 100% is mature enzyme control, 0% vehicle. activation, % at 7 µM. hit rate 0.9% among 370,000;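 active = activation above the mean of all tested compounds plus 3 SD, computed per campaign excluding outliers beyond control limits, cut at about 13% in these data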
# Tn6 DDE FP – inhibitors of Tn6 peptide binding to fibrin DD(E), primary screen, biochemical, fluorescence polarization, human fibrin, Tn6 probe; Fibrinogen beta chain (Homo sapiens), P02675; Fibrin DD(E) TRITC-Tn6 fluorescence polarization displacement; inhibition, % at 8.3 µM; hit rate 0.21% among 370,000; AID 720509, 2013;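 active = inhibition above a per-campaign cutoff: mean of compounds within control limits plus 3 SD, cut at about 15% in these data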;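 also: 0% = median of all compound wells on the plate and 100% = blocking peptide control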
# ARFGAP1 inhibitor – inhibitors of rat ARFGAP1 GAP activity, primary screen, biochemical, fluorescence polarization, GDP tracer. ADP-ribosylation factor GTPase-activating protein 1 (Rattus norvegicus), Q62848. Arfgap1-stimulated ARF1 GTP hydrolysis, GDP FP detection. inhibition, % at 16.5 µM. hit rate 0.26% among 360,000. AID 651572, 2012;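 active = inhibition above a per-plate limit, mean inhibition of low control wells plus 3 SD, cut at about 25% in these data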;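 also: 0% = DMSO wells with enzyme and 100% = wells lacking Arfgap1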
#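 Material: truncated rat Arfgap1 GAP domain; Incubation: compound-enzyme preincubation 20 min, reaction 120 min, detection 60 min, 25 °C; Read-out: percent inhibition of Arfgap1-stimulated GTP hydrolysis; Technique: FP, GDP Alexa 633 tracer displaced from anti-GDP antibody, 620/688 nm; Controls: No-Arfgap1 wells (100%) versus DMSO full-reaction wells (0%); Replication: single well per compound.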
# Active calls of the source: *; · = no result given. Rows were taken by chance. About 4.5% of those tested had a hit in this group.
SMILES,ASAP1 inh,NR1D1 modulator,Tn7 DDE FP,PLCg1 inh,sPLA2-III inh,PLC-beta3 inh,UHRF1 binding,proKLK7 act,Tn6 DDE FP,ARFGAP1 inhibitor
COc1ccc(Br)cc1CNC(=O)C1CCCN(S(=O)(=O)N2CCC(C)CC2)C1 (stereo not drawn),-4,-5,0,3,-4,-1,5,-0.8,-4,6
CC(C)(C)c1cc(N)n2nc(C(C)(C)C)cc2n1,-7,3,-1,-13,8,-9,0,0.1,-2,5
Nc1c(-c2cccc(Cl)c2)cnc2c(-c3ccccc3)cnn12,-14,-5,-2,-43,-2,-67,0,0.3,-3,3
CC(C)C(c1nnnn1Cc1ccc(F)cc1)N1CCN(C2CCCC2)CC1 (stereo not drawn),17,4,0,3,2,-6,0,0.4,-2,13
CCOc1cc(CCNC(=O)c2cc3ccsc3n2C)ccc1OC,·,-1,-4,2,1,3,3,-0.2,-5,·
COc1ccc(/C=C(\C#N)C(=O)OCC(=O)NCc2ccccc2Cl)cc1,-3,-3,5,-4,2,-4,4,0.5,-1,2
CS(=O)(=O)N(CC(=O)N1CCCCCC1)c1cc(Cl)ccc1Cl,-4,0,-1,3,-1,0,-1,-0.2,4,4
CC(C)(C)CN1CCNC[C@H]1Cc1cccc2ccccc12,5,1,5,-1,5,0,-1,-0.3,0,5
Cc1ccc(SCC(=O)OC(C)C(=O)N2CCc3ccccc32)cc1 (stereo not drawn),18,0,-4,6,5,-4,2,0.4,-6,8
O=C(NN1C(=O)c2ccccc2NC1c1ccoc1)c1ccc([N+](=O)[O-])cc1 (stereo not drawn),4,-1,-6,1,-5,3,-2,-1.2,-7,16
CCOC(=O)Cc1csc(NS(=O)(=O)c2cccc([N+](=O)[O-])c2)n1,-5,3,0,-1,-1,-10,-1,-0.2,-9,11
COc1cc(/C=C2/C(C)=C(C#N)c3nc(N)c(C#N)c(C)c32)ccc1OCC(=O)O,-9,-5,5,-74,-4,-96,-1,3.1,0,5
CN1CCN(CC(=O)NN2CC(=O)N(c3ccc(F)cc3)CC2=O)CC1,0,4,-2,2,-2,-6,-1,-0.1,5,-5
Cc1ccc(NS(=O)(=O)c2ccc(NC(=O)c3cccs3)cc2)c(C)c1,5,5,-7,2,-37,2,3,-0.4,3,8
Cc1cccc(NS(=O)(=O)c2ccc(C)c(C(=O)NC3CCN(Cc4ccccc4)CC3)c2)c1,4,3,2,-5,-21,-5,0,0.6,-1,-1
CCOc1ccc(S(=O)(=O)NC(Cc2cnc[nH]2)C(=O)O)cc1 (stereo not drawn),-1,1,2,-2,4,1,0,-0.4,0,7
O=c1c2cc(NC(=S)N3CCCCC3)ccc2nc2n1CCCCC2,-2,2,6,-31,6,-58,4,1.0,-3,12
COc1ccc(CNc2ncccc2[N+](=O)[O-])cc1,-6,1,-2,5,7,-1,1,0.5,-2,1
CCOc1ccc(N2CC(C(=O)NCc3ccccn3)CC2=O)cc1 (stereo not drawn),-2,-8,-1,0,1,2,0,-0.2,5,3
O=C(Nc1cccc2ccccc12)c1cc2c(cc1Br)OCO2,0,-1,0,1,-3,-6,0,-0.1,-8,-11
c1coc(-c2nnc3n2C2(CCCC2)Cc2ccccc2-3)c1,14,-6,1,1,-4,1,11,0.1,0,0
Cc1c(CN2CCC(n3nccc3NC(=O)C3CC3)CC2)[nH]c2ccccc12,-4,-8,5,-5,-8,-22,2,0.2,-10,2
COc1ccccc1/C=N/NC(=O)c1cc2c(OC)c(OC)ccc2[nH]1,-7,-1,-4,-79,-1,-101,0,0.5,-10,3
COC(=O)c1cc(Cl)c(NC(=O)/C=C/c2ccc(Cl)cc2Cl)cc1OC,1,-1,-3,-1,2,0,0,0.0,6,1
O=C(C1CCN(S(=O)(=O)c2ccccc2F)CC1)N1CCc2ccccc21,1,4,4,1,-8,-4,-2,0.1,4,4

# Next structures.
SMILES,ASAP1 inh,NR1D1 modulator,Tn7 DDE FP,PLCg1 inh,sPLA2-III inh,PLC-beta3 inh,UHRF1 binding,proKLK7 act,Tn6 DDE FP,ARFGAP1 inhibitor
Cc1nn(C)c(C)c1CN(C)C(=O)CCCC(=O)O,-2,-4,-4,4,6,4,20,0.2,-2,-6
Cc1ccc(SC(C)c2nc(-c3cccnc3)no2)cc1 (stereo not drawn),4,1,-11,3,3,-2,0,-0.7,-6,0
Oc1ccc(-c2sc(Nc3ccccc3)n[n+]2-c2ccc(F)cc2)cc1,4,-2,-3,3,11,3,5,0.2,-3,-5
COc1c(Br)cc(Br)cc1/C=N/NC(=O)c1ccncc1,4,-3,7,-1,1,1,-1,-0.1,0,-1
COc1ccc(N2C(=O)C(CN3CCCCC3)C2c2ccccc2)cc1 (stereo not drawn),7,-2,-5,3,-5,4,2,-0.3,-1,-5
COCCNC(=O)C1(C)CCCN(C(=O)c2ccc(C#N)cc2)C1 (stereo not drawn),-6,-3,-10,2,-2,5,0,0.6,1,15
CC(C)(CNC(=O)c1ccc(NS(=O)(=O)c2ccc(F)cc2)cc1)N1CCOCC1,6,-2,-7,7,8,-4,5,-0.8,2,13
CCOc1ccc(N(C(=O)c2cc3ccccc3oc2=O)C2C=CS(=O)(=O)C2)cc1 (stereo not drawn),3,-7,6,3,1,-6,-1,0.7,7,-6
CC(NC(=O)CN(C)S(=O)(=O)c1cccc2nsnc12)c1ccccc1 (stereo not drawn),0,4,-3,2,-5,-4,-2,0.8,0,0
O=C(Nc1ccc2c(c1)OCCO2)C(=O)c1c[nH]c2ccccc12,8,0,0,-7,-22,-17,0,12,4,1
CC1(C)CC(=O)CC(=Nc2ccc3[nH]c(=O)[nH]c3c2)C1,-13,2,-2,-22,6,-28,2,-0.2,-6,-3
[O-]/C(=C(\C(=S)NCc1ccccc1)[n+]1ccccc1)c1ccc(Cl)cc1,-8,2,-3,-4,7,-18,3,-1.4,-5,-1
COc1ccccc1C(=O)NC(=O)COC(=O)C1CC1C (stereo not drawn),3,-2,-6,5,4,-4,-2,-0.5,-7,3
COc1cccc(CNC(=O)CN2C(=O)CSc3ccc(S(=O)(=O)N4CCCC4)cc32)c1,5,4,-6,3,-6,-4,0,-0.2,-7,-10
CCOC(=O)Cc1nnc(Nc2ccc(C)cc2C)c2ccccc12,2,-7,-5,-10,-27,-10,-1,-0.2,7,3
CCn1cc(/C=C(\NC(=O)c2ccc(OC)cc2)C(=O)N2CCN(C)CC2)c2ccccc21,-5,-5,-1,-11,-11,-19,-4,0.4,-2,3
COc1cc2c(cc1OC)CN(C(=S)Nc1ccc(OC(F)F)cc1)CC2,-1,-3,7,-17,1,-26,1,1.7,8,-15
CC(=O)C[C@H](O)CC(=O)[C@@H]1OC(=O)CCCCCCCCc2ccccc21,-3,-1,8,-2,-2,-1,-1,0.3,5,-1
O=C(COc1cccc2cccnc12)NCc1cccs1,8,-4,3,-10,6,-15,-1,-0.6,-4,4
FC(F)(F)c1ccccc1/C=N/Nc1ccccn1,-3,-1,6,1,-1,-6,-2,-0.1,8,7
CSc1cccc(NC(=S)N2CCC(N(C)C3CCCCCC3)CC2)c1,-6,-1,10,2,15,-2,0,-0.4,-2,6
CC(C)(O)C#Cc1ccc(CN2CCCC(CO)(Cc3cccc(Cl)c3)C2)cc1 (stereo not drawn),4,6,5,1,-42,2,-2,0.8,1,2
O=C(O)c1cc(S(=O)(=O)NCC2CCCO2)ccc1Cl (stereo not drawn),-1,4,5,-1,-3,4,-1,0.3,-3,6
CN(C)c1ccc(C(=O)c2ccc(O)cc2O)cc1,5,2,4,-14,-7,-20,0,-0.1,5,-7
COc1ccc(COc2ccc3ccc(=O)oc3c2)cc1,1,5,-3,-4,-7,-13,-3,0.8,5,4

# The results go on.
SMILES,ASAP1 inh,NR1D1 modulator,Tn7 DDE FP,PLCg1 inh,sPLA2-III inh,PLC-beta3 inh,UHRF1 binding,proKLK7 act,Tn6 DDE FP,ARFGAP1 inhibitor
Cc1nn(Cc2ccccc2Cl)c(C)c1C(=O)NC1=NCCS1,1,3,4,-1,3,-1,2,1.0,6,7
Cc1ccc(C)c(S(=O)(=O)/N=C(/Nc2ccccc2)c2ccccc2)c1,-13,-3,5,2,-16,4,-1,0.0,-3,-5
Cc1ccc(Cn2c(=O)c3ccccc3n3c(CCC(=O)O)nnc23)cc1,16,-1,0,1,13,-7,4,-0.1,4,9
COc1cc(NC(=O)c2cccnc2)ccc1NC(=O)c1ccccc1Cl,-1,-3,-3,1,14,-6,5,-0.2,-3,8
CCOC(=O)c1sc(NC(=O)CCN2C(=O)c3ccccc3C2=O)c(C(=O)OCC)c1C,-5,4,3,-1,4,2,0,-0.2,2,-1
CCOC(=O)N1CCN(S(=O)(=O)N2CCCC(C(=O)NCCCN3CCCCC3CC)C2)CC1 (stereo not drawn),-10,3,-4,-2,3,-6,-1,0.0,8,1
COc1ccccc1N1CCN(C2CCCN(C(=O)CCC(=O)N(C)C)C2)CC1 (stereo not drawn),11,-2,-5,-1,2,-5,2,0.4,-2,3
CCCNC(=O)CN(C)S(=O)(=O)c1c(C)cc(C)cc1C,-3,4,-6,0,0,2,-1,-0.8,-1,23
Cn1c(=O)cc(OCC(=O)NCCCN2CCN(c3ccccc3F)CC2)c2ccccc21,16,-8,0,-4,4,-1,2,0.2,-4,0
CCN1C(=O)[C@H]2[C@H]3CN=C(SCc4ccc(Cl)cc4)N3[C@@](C)(C(=O)OC)[C@H]2C1=O,0,-8,-5,0,-3,1,-1,0.8,8,-14
CCCOc1ccc(-c2nn(-c3ccccc3)cc2/C=C2\SC(N)=NC2=O)cc1,8,4,6,-3,1,-2,0,0.0,-6,-2
Cc1ccc(C)n1-c1nn(S(=O)(=O)c2ccccc2)c2cccc(F)c12,1,3,-1,8,-16,1,0,0.7,-4,-3

# Just UHRF1 binding, PLCg1 inh and Tn6 DDE FP, for 2 of the compounds above:
SMILES	UHRF1 binding	PLCg1 inh	Tn6 DDE FP
CCCNC(=O)CN(C)S(=O)(=O)c1c(C)cc(C)cc1C	-1	0	-1
Cn1c(=O)cc(OCC(=O)NCCCN2CCN(c3ccccc3F)CC2)c2ccccc21	2	-4	-4

# Bioassay records from PubChem.
